Source: PubChem BioAssay
Pf Dd2 growth – P. falciparum Dd2 growth inhibitors, primary screen, SYBR Green fluorescence, single dose replicates; 72 h; stronger effect = lower value; activity change, % at 10 µM; 2.3% of 94,000 active; AID 1159554, 2015; in the data active = activity change below about -80%
C diff growth – C. difficile growth inhibitors, primary screen, HTS | 0.25% of 86,000 active | growth activity, negative = inhibition, % at 16 µg/mL (by protocol) | Clostridium difficile clinical isolate growth, OD600, 24 h; stronger effect = lower value;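 active = mean growth activity at or below -80% and every replicate also at or below -80%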;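 also: 0% = DMSO wells and -100% = levofloxacin 16 µg/mL wells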
KDM4C inh – inhibitors of GASC-1 (KDM4C) histone demethylase, primary screen, biochemical, single concentration HTS | inhibition, % at 12.5 µM | GST-KDM4C 2-372, H3K9me3 peptide, LANCE TR-FRET | 0.15% of 96,000 active | Lysine-specific demethylase 4C (Homo sapiens), Q9H3R0;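 active = mean replicate inhibition above about 25%, with at least 55% of replicates also reaching it, limit read from the data, passing the limit was not always enough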
Target sequence (Q9H3R0 2-372 limits assumed): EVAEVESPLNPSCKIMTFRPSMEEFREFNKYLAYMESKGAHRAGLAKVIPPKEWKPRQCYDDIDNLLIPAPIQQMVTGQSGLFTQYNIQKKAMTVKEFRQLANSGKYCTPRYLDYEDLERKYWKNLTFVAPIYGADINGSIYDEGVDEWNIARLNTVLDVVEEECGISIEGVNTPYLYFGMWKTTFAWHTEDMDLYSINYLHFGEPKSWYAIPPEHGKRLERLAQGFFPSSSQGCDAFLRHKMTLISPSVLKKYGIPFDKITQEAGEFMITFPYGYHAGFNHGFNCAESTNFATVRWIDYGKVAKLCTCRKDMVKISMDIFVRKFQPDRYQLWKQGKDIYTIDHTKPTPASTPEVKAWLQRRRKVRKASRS
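System: N-terminal GST-fused human GASC-1 (KDM4C) fragment, residues 2-372; amount: enzyme final amount 10 nM; incubation: reaction 30 min RT, detection step 1 h RT; medium: HEPES buffer, pH 7.5, plus ascorbate; technique: LANCE TR-FRET, Eu antibody, ULight-streptavidin, EDTA, ex 340 nm, em 618/671 nm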
T cruzi growth – T. cruzi intracellular proliferation inhibitors, primary screen, cell-based, beta-gal Tulahuen parasites, NIH3T3 host, luminescence; T. cruzi beta-gal in NIH3T3, GalScreen luminescence, 90 h; inhibition, % at 8.34 µM; 5.9% of 77,000 active; AID 624255, 2012;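 active = mean inhibition above about 93%, with at least 55% of replicates each passing it, limit read from the data, passing the limit was not always enough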
The depositor's hits bear a star; . = no result given; & = joins results of further samples.

Fields – Pf Dd2 growth, C diff growth, KDM4C inh, T cruzi growth
1: C[C@H](O)C#Cc1ccc([C@H]2[C@H](CO)N3CCCCN(C(=O)c4ccc(F)cc4)C[C@@H]23)cc1
    36.2, -7.2, -0.4, 66.2
2: Cc1noc(C)c1NC(=O)Nc1ccc2c(c1)C(=O)N([C@H](C)CO)C[C@@H](C)[C@H](CN(C)S(C)(=O)=O)O2
    -11.4, ., 1.9, 89.3
3: C[C@H](CO)N1C[C@H](C)[C@H](CN(C)C(=O)Nc2ccc(C(F)(F)F)cc2)Oc2c(NC(=O)Nc3ccc(F)cc3)cccc2C1=O
    -2.8, 55.3, -0.7, 88.6
4: C[C@@H]1CN([C@H](C)CO)C(=O)c2cc(NC(=O)Nc3ccccc3)ccc2O[C@@H](C)CCCCO[C@@H]1CN(C)S(=O)(=O)c1ccccc1
    -64.1, ., -1.4, 6.8
5: CCCN(C)C[C@H]1Oc2cc(-c3ccccc3)ccc2S(=O)(=O)N([C@@H](C)CO)C[C@H]1C
    -11.4, 0.1, 0.3, 0.1
6: CCCNC(=O)C[C@H]1CC[C@@H]2[C@@H](COc3ccc(NC(=O)c4ccc(OC)cc4)cc3C(=O)N2C)O1
    -13.1, 3.0, -1.1, 28.4
7: CNC[C@@H]1OCCCC[C@@H](C)Oc2ccc(NC(=O)Nc3ccc(F)cc3)cc2C(=O)N([C@@H](C)CO)C[C@H]1C
    8.2, -0.5, -0.5, -288.4
8: C[C@H](CO)N1C[C@H](C)[C@H](CN(C)C)Oc2ccc(NC(=O)C3CCCCC3)cc2C1=O
    55.0, 2.8, 4.2, -22.8
9: COc1ccc2c3c([nH]c2c1)[C@H](CO)N(C(=O)c1cnccn1)CC31CN(S(=O)(=O)c2ccccc2)C1
    -13.6, -28.2, -0.8, .
10: C[C@@H]1CN([C@H](C)CO)C(=O)Cc2cc(NC(=O)CCC(F)(F)F)ccc2O[C@H]1CN(C)CC1CCCCC1
    -5.5, -5.5, 1.7, 53.2
11: C[C@@H]1CN([C@@H](C)CO)C(=O)c2cc(NC(=O)Nc3ccccc3)ccc2O[C@@H](C)CCCCO[C@H]1CN(C)Cc1ccc(C(F)(F)F)cc1
    -79.3, 9.2, 0.8, 77.9
12: CS(=O)(=O)N1[C@@H]2Cn3c(ccc(-c4cccc(F)c4)c3=O)[C@H]1[C@@H](C(=O)N1CCCCC1)[C@@H]2CO
    ., 2.4, -2.2, -13.6
13: C[C@@H]1CCCCO[C@@H](CN(C)C(=O)c2ccccc2)[C@H](C)CN([C@H](C)CO)C(=O)c2cc(N(C)C)ccc2O1
    1.9, 2.1, 1.5, -37.3
14: O=C(C[C@H]1C=C[C@H](NC(=O)C2CCC2)[C@H](CO)O1)NCCCN1CCOCC1
    19.2, ., 1.0, 28.5
15: COCC#Cc1ccc2c(c1)O[C@@H](CN(C)CC1CCOCC1)[C@@H](C)CN([C@H](C)CO)S2(=O)=O
    -41.7, 1.9, -2.0, -27.5
16: C[C@@H]1CN([C@@H](C)CO)C(=O)c2cc(C#Cc3ccccc3)cnc2O[C@H]1CN(C)C(=O)c1ccccc1
    -58.2, ., 0.7, .
17: CS(=O)(=O)N1C[C@@H](O)COC[C@@H]2O[C@H](CC(=O)NC3Cc4ccccc4C3)CC[C@H]21
    24.0, 9.6&7.3, 0.5, -82.1
18: O=C(NCc1ccccn1)[C@H]1[C@H](CO)[C@H]2Cn3c(ccc(C4=CCCC4)c3=O)[C@@H]1N2Cc1cccnc1
    ., 1.6, 0.4, -43.2
19: Cc1ccc(S(=O)(=O)N[C@H]2CC[C@H](CC(=O)NCCCN(C)C)O[C@H]2CO)cc1
    7.2, 2.4, 4.8, -17.3
20: O=C(C1CCCC1)N1C[C@@H]2[C@H](c3ccccc31)[C@@H](CO)N2C(=O)Nc1cccc(F)c1
    5.4, -6.3, 1.0, 22.5
21: CC(C)NC(=O)Nc1ccc2c(c1)C(=O)N([C@@H](C)CO)C[C@@H](C)[C@@H](CN(C)C(=O)Nc1ccc3c(c1)OCO3)OCCCC[C@H](C)O2
    -13.2, 4.8, 0.5, -26.5
22: C[C@@H]1CN([C@H](C)CO)C(=O)c2cccc(NC(=O)c3nc4ccccc4s3)c2O[C@@H]1CN(C)C(=O)Nc1ccc2c(c1)OCO2
    -57.3, ., -0.8, 71.1
23: CCCNC(=O)N(C)C[C@H]1Oc2ncc(C#CCC(C)C)cc2C(=O)N([C@@H](C)CO)C[C@@H]1C
    1.7, 5.8, 1.1, -6.7
24: C[C@@H]1CN([C@H](C)CO)C(=O)c2cc(N(C)C)ccc2O[C@@H](C)CCCCO[C@@H]1CN(C)C(=O)Nc1ccccc1
    5.4, 0.9, 1.4, 49.2
25: CC(C)C#Cc1ccc([C@H]2[C@@H](C#N)N(C(=O)C3CC3)[C@H]2CO)cc1
    -29.8, -2.6, 0.2, 91.9
26: C[C@H](CO)N1C[C@H](C)[C@@H](CN(C)C(=O)Nc2ccc3c(c2)OCO3)Oc2ccc(NC(=O)Cc3ccccc3)cc2C1=O
    -5.9, -2.6, -0.1, 24.1
27: CCCN1C[C@H](C)[C@@H](OC)CN(C)C(=O)c2ccc(NC(=O)CC)cc2OC[C@H]1C
    ., ., -0.1, 0.7
28: CO[C@@H]1CC[C@@H]2CCN(C)C(=O)CCCN(C)C(=O)c3cc(C#N)ccc3OC[C@@H]1O2
    ., -2.0, -1.2, -20.0
29: C[C@H]1CN([C@@H](C)CO)C(=O)Cc2cc(NS(=O)(=O)c3cn(C)cn3)ccc2O[C@H]1CN(C)Cc1ccncc1
    -7.5, 5.8, -0.4, .
30: CN(C)C(=O)C[C@H]1CC[C@@H]2[C@H](COC[C@@H](O)CN2C(=O)C2CCOCC2)O1
    0.7, ., 0.5, -14.6
31: C[C@@H]1CN([C@H](C)CO)C(=O)c2cccc(NC(=O)c3cnccn3)c2O[C@@H]1CN(C)Cc1ccc(C(F)(F)F)cc1
    -8.8, 2.3, 0.5, -9.7
32: CO[C@@H]1CN(C)C(=O)c2cc(NC(=O)C3CCCC3)ccc2OC[C@H](C)N(CCC(F)(F)F)C[C@H]1C
    ., ., -0.4, -9.1
33: O=C(Cc1ccncc1)NCC[C@H]1CC[C@H](NC(=O)Nc2ccc(Cl)cc2)[C@@H](CO)O1
    -26.2, 2.1, 0.0, 24.6
34: COc1ccc(C#Cc2ccc([C@H]3[C@@H](CO)N4C(=O)CN(C(=O)C5CCOCC5)C[C@H]34)cc2)cc1
    26.8, -23.4, -1.0, .
35: COC(=O)C[C@H]1C[C@@H]2c3cc(NC(=O)Nc4ccccc4F)ccc3O[C@@H]2[C@@H](CO)O1
    -46.6, -1.0, 0.0, 67.0
36: C[C@H](CO)N1C[C@H](C)[C@@H](CN(C)Cc2ccncc2)Oc2cc(C#CC3CC3)ccc2S1(=O)=O
    -7.1, -1.9, 1.8, 75.8
37: O=C(C[C@H]1CC[C@@H]2[C@H](COC[C@H](O)CN2Cc2cc(F)cc(F)c2)O1)Nc1nccs1
    -26.3, 7.9&-14.8, 0.7, 25.8
38: CO[C@@H]1CN(C)C(=O)c2ccc(NC(C)=O)cc2OC[C@@H](C)N(C(=O)NC2CCCCC2)C[C@H]1C
    -4.4, ., 0.9, -29.2
39: COC(=O)C[C@H]1CC[C@H]2[C@@H](COc3ccc(NC(=O)c4ccc(F)cc4)cc3C(=O)N2C)O1
    8.7, 0.1, -0.3, .
40: CC(C)NC(=O)N(C)C[C@@H]1Oc2ccc(NC(=O)CCCN(C)C)cc2C(=O)N([C@H](C)CO)C[C@H]1C
    4.2, -2.7, -0.3, .
41: CO[C@H]1CN(C)C(=O)c2ccc(NC(C)=O)cc2OC[C@H](C)N(Cc2cccnc2)C[C@H]1C
    ., ., -2.0, 21.2
42: CCc1cnc(N2[C@H](CO)[C@@H](c3ccc(C#CCC4CCCC4)cc3)[C@@H]2C#N)s1
    -2.9, ., -1.1, 71.1
43: CC(=O)N1[C@H](CO)[C@@H](c2ccccc2)[C@@H]1CN(C(=O)c1ccccc1)C(C)C
    19.2, -2.2, 1.2, 77.3
44: CC(C)NC(=O)Nc1ccc2c(c1)C(=O)N([C@H](C)CO)C[C@@H](C)[C@H](CN(C)C(=O)Nc1ccccc1)O2
    13.8, -8.4, -1.8, 27.3
45: C[C@@H]1CCCCO[C@H](CN(C)C(=O)Nc2ccccc2)[C@@H](C)CN([C@@H](C)CO)C(=O)c2cc(NC(=O)CCCN(C)C)ccc2O1
    -10.2, -2.0, 4.7, 31.9

A draw from above in order of SMILES length, lowest first.
Fields – Pf Dd2 growth, C diff growth, KDM4C inh, T cruzi growth
41: CO[C@H]1CN(C)C(=O)c2ccc(NC(C)=O)cc2OC[C@H](C)N(Cc2cccnc2)C[C@H]1C
    ., ., -2.0, 21.2
38: CO[C@@H]1CN(C)C(=O)c2ccc(NC(C)=O)cc2OC[C@@H](C)N(C(=O)NC2CCCCC2)C[C@H]1C
    -4.4, ., 0.9, -29.2
34: COc1ccc(C#Cc2ccc([C@H]3[C@@H](CO)N4C(=O)CN(C(=O)C5CCOCC5)C[C@H]34)cc2)cc1
    26.8, -23.4, -1.0, .
31: C[C@@H]1CN([C@H](C)CO)C(=O)c2cccc(NC(=O)c3cnccn3)c2O[C@@H]1CN(C)Cc1ccc(C(F)(F)F)cc1
    -8.8, 2.3, 0.5, -9.7

Going on with the list:
Fields – Pf Dd2 growth, C diff growth, KDM4C inh, T cruzi growth
46: Cc1noc(C)c1S(=O)(=O)N(C)C[C@H]1Oc2ccc(NC(=O)Cc3cn(C)c4ccccc34)cc2CC(=O)N([C@H](C)CO)C[C@@H]1C
    -66.6, -1.4, -1.5, 59.3
47: CN1C[C@H]2[C@@H](c3ccccc31)[C@H](CO)N2C(=O)Nc1ccccc1Cl
    0.3, -10.9, -0.2, 27.7
48: O=C(C[C@@H]1CC[C@@H]2[C@H](COC[C@@H](O)CN2Cc2cc(F)ccc2F)O1)N1CCc2ccccc2C1
    -58.7, -5.2&-6.7, 1.6, 65.1
49: C[C@H](CO)N1C[C@H](C)[C@@H](CN(C)C(=O)Nc2cccc3ccccc23)Oc2ccc(NC(=O)NC3CCCCC3)cc2CC1=O
    -38.9, -13.6, -1.9, 9.5
50: CO[C@H](CN(C)C(=O)c1cc(Cl)cc(Cl)c1)[C@H](C)CN(C(=O)Nc1ccc(F)cc1)[C@H](C)CO
    -2.5, ., -0.7, 79.7
51: CC(C)COC(=O)N(C)C[C@H]1OCc2cn(nn2)CCCC(=O)N([C@H](C)CO)C[C@@H]1C
    3.9, 1.4, ., 19.1
52: O=C(Nc1ccc(F)cc1)N1C[C@@H]2N[C@H](C1)C2c1ccc(-c2ccccc2F)cc1 (some centres not stated)
    -30.3&-15.0, 18.5&45.4, 0.4&-16.7, .
53: CO[C@H]1CN(C)C(=O)c2ccc(NC(=O)C3CCC3)cc2OC[C@H](C)N(Cc2ccccn2)C[C@@H]1C
    -11.6, ., 0.9, 3.2
54: CCS(=O)(=O)NCC[C@@H]1CC[C@@H](NS(=O)(=O)c2ccccc2C)[C@@H](CO)O1
    6.5, -0.6, 0.0, 35.8
55: CCCC(=O)Nc1ccc2c(c1)OC[C@@H](C)N(C(=O)c1cnccn1)C[C@H](C)[C@@H](OC)CN(C)C2=O
    25.6, ., 0.6, 7.3
56: C[C@@H]1CN([C@H](C)CO)C(=O)c2cc(N(C)C)ccc2O[C@@H](C)CCCCO[C@@H]1CN(C)C(=O)CCC(F)(F)F
    -7.5, -0.2, 2.8, 76.9
57: C[C@@H]1CN([C@H](C)CO)C(=O)c2cccc(NC(=O)C3CC3)c2O[C@@H]1CN(C)C(=O)Nc1ccccc1
    -3.2, -1.7, 0.0, -8.2
58: C[C@@H]1CN([C@H](C)CO)C(=O)c2cc(N(C)C)ccc2O[C@H]1CN(C)S(=O)(=O)c1cccs1
    36.8, -1.6, -0.4, 1.3
59: CCC(=O)N1C[C@@H](C)[C@H](OC)CN(C)C(=O)c2ccc(NC(=O)Nc3cccc(F)c3)cc2OC[C@H]1C
    -73.8, -7.1, -2.4, -8.1
60: O=S(=O)(Cc1ccccc1)NCC[C@H]1CC[C@H](NS(=O)(=O)c2ccccc2)[C@@H](CO)O1
    -10.7, 0.0, 0.2, 4.4
61: CCc1cnc(N2[C@H](C#N)[C@H](c3ccc(C#Cc4ccccc4F)cc3)[C@@H]2CO)s1
    -65.0, 6.1, -3.2, 97.2*
62: C[C@H](CO)N1C[C@H](C)[C@@H](CN(C)S(=O)(=O)c2ccccc2)OCc2cn(nn2)CCCC1=O
    7.9&-4.7, -1.8, -2.3, -23.4&-34.3
63: CCCNC(=O)N1[C@H](CO)[C@@H](c2ccccc2)C12CN(C(=O)CC1CC1)C2
    34.7, -5.5, -0.1, .
64: CCCNC(=O)N1C[C@H]2[C@@H](c3ccccc31)[C@@H](CO)N2C(=O)NCCC
    -1.9, 10.3, 0.5, 25.1
